# Source: PubChem (Sanford-Burnham Center for Chemical Genomics)
# CHOP UPR activ: activators of apoptotic arm of unfolded protein response (CHOP); CHO-CHOP luciferase reporter, UPR activation, luminescence; percent of tunicamycin response over DMSO baseline; activation, % at 10 µM; 0.34% of 330,000 active;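 active = at 10 µM dose, activation of 40% or more, normalized to positive control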;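 also: 100% = tunicamycin at 10 µg/mL and 0% = DMSO alone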
#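 measured by = luciferase luminescence | assay system = CHO-CHOP cells, stable luciferase reporter of PERK-eIF2a-CHOP signalling | amount = 500 reporter cells seeded per well | timing = 6 h compound exposure at 37 °C after overnight seeding | controls = positive tunicamycin 10 µg/mL, negative DMSO alone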
# tim10-1 inh: growth inhibitors of tim10-1 mutant yeast; S. cerevisiae tim10-1 ts strain growth, BacTiter-Glo, 24 h; inhibition, % at 20 µM; 2.2% of 330,000 active;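 active = inhibition of at least 40%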;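 also: mutant grown at 25 °C; 0% = DMSO wells with yeast and 100% = wells holding no yeast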
# APJ ag: activates the human apelin receptor APJ | CHO-K1 APJ PathHunter beta-arrestin, luminescence; 0% DMSO wells, 100% apelin | P35414 | activation, % at 20 µM | 0.11% of 330,000 active | AID 2520;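 active = activation more than six SD over the plate average, tested at 20 µM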;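 also: 0% = DMSO alone and 100% = apelin-13 at 10 nM; some results filed as inactive read as strong as hits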
#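 Assay system – PathHunter CHO-K1 APJ (AGTRL-1) beta-arrestin reporter cells · Compound – one dose, 20 µM compound, 1% DMSO · Timing – compound 90 min 25 °C, reagent 1 h · Measured by – luminescence from split beta-galactosidase complementation, Galacton Star/Emerald II substrate · Measure – beta-arrestin recruitment to APJ as agonist activity, luminescent signal · Benchmarks – DMSO vs Apelin-13 10 nM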
# UPR XBP1 act: activators of adaptive arm of unfolded protein response (XBP1); CHO-XBP1 luciferase reporter, IRE1-XBP1 UPR activation, luminescence; percent of tunicamycin response, DMSO as zero; activation, % at 20 µM; 0.33% of 330,000 active; AID 463104;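 active = versus positive control, 20 µM dose yields 30% or more activation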;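 also: 100% = tunicamycin at 10 µg/mL and 0% = DMSO only wells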
#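 Material: CHO-XBP1 cells stably carrying IRE1-XBP1-driven luciferase reporter / Amount: 1000 cells per well / Compound: 20 µM, 1% DMSO / Times: 6 h treatment, 37 °C / Detection: luciferase luminescence / Measure: % activation of reporter signal versus tunicamycin and DMSO controls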
# tim23-1 inh: inhibits growth of tim23-1 mutant yeast. AID 463212. S. cerevisiae tim23-1 growth, BacTiter-Glo luminescence, 24 h. inhibition, % at 20 µM. 1.3% of 330,000 active;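 active = growth inhibition of the mutant yeast at or above 50%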;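 also: temperature-sensitive mutant grown at 25 °C; plate controls were DMSO-treated mutant yeast for no effect and medium wells lacking yeast for full effect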
# Mdm2-MdmX inh: human Mdm2/MdmX binding inhibition; O15151+Q00987; SaOS-2 split-luciferase Mdm2/MdmX complementation, luminescence; inhibition, % at 8 µM; 3% of 330,000 active; AID 485346;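 active = inhibition of at least 50% at 8 µM in the primary screen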
# Target sequence (O15151 whole entry, looked up): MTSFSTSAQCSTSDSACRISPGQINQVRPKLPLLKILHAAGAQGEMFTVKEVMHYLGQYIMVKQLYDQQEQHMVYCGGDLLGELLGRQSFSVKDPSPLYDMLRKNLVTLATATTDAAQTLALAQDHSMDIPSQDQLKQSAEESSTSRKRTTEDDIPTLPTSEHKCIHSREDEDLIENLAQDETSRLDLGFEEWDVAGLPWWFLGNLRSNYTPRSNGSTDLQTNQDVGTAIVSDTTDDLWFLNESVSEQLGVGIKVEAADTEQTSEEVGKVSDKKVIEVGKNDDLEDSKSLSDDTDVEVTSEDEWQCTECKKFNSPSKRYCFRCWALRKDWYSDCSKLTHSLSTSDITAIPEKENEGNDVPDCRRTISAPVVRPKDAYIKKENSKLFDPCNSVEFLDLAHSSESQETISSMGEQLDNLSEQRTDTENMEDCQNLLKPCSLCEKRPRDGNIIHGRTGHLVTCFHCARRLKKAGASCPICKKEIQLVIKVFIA
# Target sequence (Q00987 whole entry, looked up): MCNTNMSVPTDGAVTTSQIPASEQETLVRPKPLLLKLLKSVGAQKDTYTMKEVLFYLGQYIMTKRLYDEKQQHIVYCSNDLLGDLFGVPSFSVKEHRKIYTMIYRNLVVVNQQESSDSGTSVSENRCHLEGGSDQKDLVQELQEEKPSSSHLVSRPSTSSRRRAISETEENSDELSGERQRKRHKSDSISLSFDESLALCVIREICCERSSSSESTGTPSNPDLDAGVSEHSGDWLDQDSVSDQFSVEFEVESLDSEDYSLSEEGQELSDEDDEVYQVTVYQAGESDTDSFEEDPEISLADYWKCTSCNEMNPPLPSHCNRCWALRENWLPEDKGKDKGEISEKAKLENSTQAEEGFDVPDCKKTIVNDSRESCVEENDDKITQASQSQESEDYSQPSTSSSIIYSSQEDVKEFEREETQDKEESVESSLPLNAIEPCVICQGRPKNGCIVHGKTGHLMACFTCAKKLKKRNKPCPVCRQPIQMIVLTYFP
# GRIN3A LBD mod: NR3A (human) ligand-binding domain modulation; NR3A LBD differential scanning fluorimetry, Tm shift; 0% = protein alone, 100% = glycine-bound protein; Tm shift relative to glycine control, % at 25 µM; 2.5% of 340,000 active; AID 1259313;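 active = melting temperature shift of at least 10% of the positive control shift, at one fixed dose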
# NLRP3 yeast inh: NALP3 inhibition in yeast | Yeast reconstituted NLRP3/ASC/caspase-1, beta-gal luminescence, 24 h | inhibition, % at 10 µM | 0.39% of 330,000 active;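 active = inhibition of 50% or more; inactive = inhibition below 50%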;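 also: plate controls were induced DMSO wells for no effect and uninduced yeast grown without galactose for full effect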
# TIM10 inh: inhibits growth of TIM10 yeast strain. S. cerevisiae TIM10 strain growth, BacTiter-Glo luminescence, 24 h. inhibition, % at 10 µM. 1.4% of 330,000 active. AID 463195;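 active = inhibition of 40% or more at the single tested concentration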;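 also: wild-type TIM10 isogenic control strain grown at permissive 25 °C; 0% = DMSO yeast wells and 100% = minimal medium wells without yeast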
# Starred values were filed as active, the others as inactive; / = no result given. Hits appear at their usual frequency; about 8.2% have a hit in one of these screens.
SMILES,CHOP UPR activ,tim10-1 inh,APJ ag,UPR XBP1 act,tim23-1 inh,Mdm2-MdmX inh,GRIN3A LBD mod,NLRP3 yeast inh,TIM10 inh
CC(C)CNC(=O)c1cccc(NC(=O)CCc2ccccc2)c1,-0.8,9,-3,-2,0,7,3,21,-22
COCCNC(=O)c1cc2nc(-c3ccccc3)cc(C)n2n1,-0.1,6,-2,-2,2,22,-2,-1,-4
Cc1ccc2c(c1)N(C(=O)CCC(=O)NCCCN1CCOCC1)CC(C)O2 (stereo unspecified),-0.4,3,6,-2,7,-14,0,5,-7
Cc1ccc2nc(SCC(=O)O)nc(C)c2c1,-3.1,-4,-5,0,14,-11,0,17,-6
CC(C)OC(=O)C(C)Oc1ccc(C(=O)NCCc2ccccc2)cc1 (stereo unspecified),3.3,12,-2,2,21,3,-1,8,10
O=C(CSc1nc(=O)n2ccccc2n1)N1N=C(c2cccs2)CC1c1ccc(F)cc1 (stereo unspecified),0.2,17,3,-3,26,21,2,-5,12
COc1ccc(C(=O)CCc2ccccc2)cc1,6.3,-13,-5,1,14,-32,-1,31,0
Cc1cc(C)n2nc(SCC(=O)N(CCC#N)c3ccccc3F)nc2n1,-0.7,0,-1,2,0,17,1,23,-6
O=C(NCc1ccc(F)cc1)Nc1cccc([N+](=O)[O-])c1,3.0,-3,0,-4,15,34,-19,16,-1
COc1ccc(NC(=O)CS(=O)(=O)c2cn(CC(=O)N(C(C)C)C(C)C)c3ccccc23)c(OC)c1,-1.7,-18,-3,-1,4,14,-1,9,-1
Cc1cc(OC(C)C(=O)NC2CCN(Cc3ccccc3)CC2)c2c(C)cc(=O)oc2c1 (stereo unspecified),-1.1,-7,-3,-4,4,11,-1,16,6
NS(=O)(=O)c1ccc(CNC(=O)c2ccc3c(=O)n4c(nc3c2)CCC4)cc1,0.4,4,4,2,10,17,1,-3,2
O=C(CN1C(=O)NC(c2ccc(F)cc2)C1=O)NC1CCCCC1 (stereo unspecified),2.1,-9,-1,1,-3,-9,0,7,3
O=C(Cn1cccc1C(=O)c1ccccc1)NCc1ccc2c(c1)OCO2,1.3,2,-4,1,12,3,6,11,-9
O=c1cc(Nc2cccc(Br)c2)[nH]c(=O)[nH]1,0.0,-17,-1,0,-10,19,1,-4,-18
Cc1ccccc1NS(=O)(=O)c1ccc(OCC(=O)NCC2CCCO2)cc1 (stereo unspecified),-0.8,-2,-1,-9,3,-20,4,11,4
Cc1ccc(NC(=O)CN(C)S(=O)(=O)c2ccc3c(c2)n(C)c(=O)c(=O)n3C)c(C)c1,-0.6,9,-2,-2,5,11,0,13,-20
CC(C)OCC(O)CSc1ccccn1 (stereo unspecified),3.5,9,-2,-1,-18,21,1,-6,11
CCOc1ccccc1CN1CCN(CCCc2ccccc2)CC1CCO (stereo unspecified),0.1,-8,-3,-1,8,-11,-1,20,1
O=C(CSc1nncs1)NCCCc1ccccc1,2.2,9,0,-3,1,9,1,16,-2
Cc1ccc(S(=O)(=O)N2CCC(NC(=O)c3cccc(C)c3)CC2)cc1,-1.0,10,-1,-1,10,14,0,-10,-16
CN1CCN(c2ccccc2NC(=O)c2ccc(N3CCCC3)c([N+](=O)[O-])c2)CC1,1.5,1,-4,2,-31,-4,-1,29,-46
CC(NC=C1C(=O)OC(C)(C)OC1=O)C(=O)O (stereo unspecified),-2.0,8,-6,5,2,4,0,3,12
Cc1ccc(OCCOCCN2CCN(C)CC2)c(C(C)(C)C)c1,0.2,-1,1,-3,3,-9,0,3,2
O=C(O)c1nn(CCOc2ccc(Cl)cc2Cl)c(=O)c2ccccc12,1.6,4,-1,-2,-7,10,-1,12,-11
CC(=O)N1CCN(C(=O)CCCNC(=O)c2ccc(Cl)cc2)CC1,-0.5,9,-7,-1,-7,20,1,9,-1
CCOC(=O)C1=C(C)N=C2SC(C(=O)OC)=CC(=O)N2C1c1cccc(OC)c1 (stereo unspecified),-1.3,13,-3,-2,20,1,-1,15,11
Cc1ccc(NC(=O)CSc2ccc(-c3ccco3)nn2)cc1,-0.1,7,0,-3,8,-4,0,32,-1
COCCNC(=O)CN1C(=O)CSc2ncccc21,1.2,10,-6,-2,12,15,1,-5,10
C=CCN(CC=C)C(=O)c1ccc(OC2CCN(Cc3ccccn3)CC2)cc1,1.0,11,-8,-3,0,-10,-1,9,-6
CC(C)=CCN1CCN(Cc2nc(C(C)C)cs2)CC1CCO (stereo unspecified),0.2,-1,-4,-1,4,16,1,18,2
COc1ccccc1/C=N/NC(=O)NC12CC3CC(CC(C3)C1)C2,5.2,24,-4,-2,48,-11,0,10,27
CC(=O)c1cccc(NC(=O)c2cc3ccccn3n2)c1,5.8,-13,-7,0,5,-57,-6,30,1
CCOC(=O)N1CCC(N(CCN(C)C)C(=S)Nc2cccc(SC)c2)CC1,-0.1,-4,-1,-4,14,23,0,-6,-11
COc1cccc(NC(=O)CN(C)C(=O)Cc2c(C)nc3ccccc3c2C)c1,1.0,-3,-2,0,2,6,-2,18,-3
COC(=O)c1ccc(NC(=O)CSc2nc3ncccc3[nH]2)cc1,3.0,17,-3,2,-2,-1,0,25,15
CC(C)c1cc(C(=O)NC2CCCCC2)no1,1.0,11,-2,-1,5,-32,1,34,-3
O=C(NCCCN1CCOCC1)c1cn(-c2ccccc2)nc1-c1ccc(F)cc1,1.4,8,-3,1,12,-3,-1,-2,-5
CCOC(=O)Cc1csc(NS(=O)(=O)c2ccc(F)cc2)n1,0.9,3,-1,-1,13,1,0,17,-1
CCOC(=S)SCc1cn2ccccc2n1,3.7,26,-4,-1,13,-8,-3,24,3
Cc1cccc(OCCCCCN2CCOCC2)c1C,-0.1,-38,-5,1,11,-15,0,1,-39
COc1cc(C(=O)NC(C)c2cc(C)ccc2C)ccc1OCC(=O)N1CCOCC1 (stereo unspecified),1.6,-7,-3,0,-4,19,1,19,2
c1ccc2c(c1)-c1cccc3c1c-2cc1ccccc13,2.5,15,0,2,21,8,/,-4,16
CC(=O)Nc1ccc(C(=O)Nc2cccc(S(=O)(=O)N(C)c3ccccc3)c2)cc1,-0.3,5,-2,-2,5,16,0,10,6
CSc1nc(N)nc(C(C)C)n1,1.2,-20,1,0,5,12,-3,19,-2

# The closing two entries of the part above open the next one.
SMILES,CHOP UPR activ,tim10-1 inh,APJ ag,UPR XBP1 act,tim23-1 inh,Mdm2-MdmX inh,GRIN3A LBD mod,NLRP3 yeast inh,TIM10 inh
CC(=O)Nc1ccc(C(=O)Nc2cccc(S(=O)(=O)N(C)c3ccccc3)c2)cc1,-0.3,5,-2,-2,5,16,0,10,6
CSc1nc(N)nc(C(C)C)n1,1.2,-20,1,0,5,12,-3,19,-2
Cc1ccc(O)c(C(=O)c2cnc3c(c2)c(C)nn3C)c1,-0.5,-17,-1,3,10,14,0,9,-28
CS(=O)(=O)N1CCN(C(=O)Cc2cccs2)CC1,-0.4,6,0,0,-5,-12,-1,10,-15
Cc1ccc(N(C)C(=O)C2CCN(S(=O)(=O)c3ccc4c(c3)oc(=O)n4C)CC2)cc1,1.8,-8,-2,-1,3,15,0,12,2
N#Cc1ccccc1Sc1ccccc1C(=O)Nc1ccc(Br)cc1,-0.4,19,-3,1,16,14,0,18,27
COc1cc(C(=O)N=C2SC3CS(=O)(=O)CC3N2c2ccccc2)cc(OC)c1OC (stereo unspecified),0.5,19,-5,-5,10,34,1,12,-8
O=C(CN(Cc1ccc(F)cc1)C(=O)CCC(=O)Nc1ccccn1)NCc1ccc(F)cc1,2.6,-14,-2,-2,1,5,0,29,12
C/C(=N\Nc1c([N+](=O)[O-])c(C)nn1C)c1ccc(F)cc1F,2.0,9,-1,1,-13,18,1,12,-11
COc1ccc(N(C(=O)c2snc(C(N)=O)c2N)C(C(=O)NC2CCCC2)c2ccc(OC)c(OC)c2)cc1 (stereo unspecified),-0.7,19,2,-7,15,3,-3,16,-11
O=S1(=O)CCO[C@H]2Cc3ccccc3[C@H]2N1Cc1cccc(C(F)(F)F)c1,-2.4,16,7,0,-11,13,-11,47,1
CN(C)S(=O)(=O)c1cccc(C(=O)Nc2ccccc2[N+](=O)[O-])c1,3.1,13,3,0,14,32,-3,19,10
O=C1C=C(O)C(n2cncn2)C(c2ccc(F)cc2)C1 (stereo unspecified),0.0,14,1,-1,0,12,0,6,-4
Oc1ccccc1C1=NN(c2ccccc2)C(c2ccccc2)C1 (stereo unspecified),5.0,22,0,10,-14,58*,12*,14,49*
Cc1ccc(S(=O)(=O)CCC(=O)OCC(=O)NCC(=O)Nc2c(C)cc(C)cc2C)cc1,-0.1,-17,0,-2,-2,23,0,1,1
O=C(N/N=C/c1cccc(Br)c1)c1ccc(Cn2cc(Br)cn2)o1,5.7,49*,7,-2,76*,3,-4,5,68*
Cc1ccccc1CN(c1ccc(C(=O)Nc2ccccc2C(=O)NCc2ccco2)cc1)S(C)(=O)=O,-0.4,9,-1,-1,14,5,2,1,5
Cc1ccc(C(=O)NCCCNC(=O)c2ccccn2)cc1,1.0,-14,0,-4,4,-11,0,7,14
N#Cc1ccc(CSCC(=O)NN=C2CCCC2)cc1,0.3,1,-1,-3,13,7,-2,8,1
O=C1C2C3C=CC(C4CC34)C2C(=O)N1/N=C/c1ccc([N+](=O)[O-])s1 (stereo unspecified),1.4,12,-2,-1,7,2,2,5,2
O=C(COC(=O)CSc1ccc(Cl)cc1)Nc1ccc2[nH]c(=O)[nH]c2c1,0.1,-2,2,-2,4,9,-1,0,-1
CS(=O)(=O)N(CC(=O)NCc1ccncc1)c1cc(Cl)cc(Cl)c1,-1.6,11,0,-3,20,-1,0,6,-3
Cc1c(NC(=O)C(=O)/C=C(/O)c2ccccc2)c(=O)n(-c2ccccc2)n1C,0.3,-26,0,-2,10,12,1,11,6
O=C(CCN1CCCCC1)Nc1ccc(Br)cc1,-0.2,8,1,3,14,-15,10,8,-4
Cc1ccc(S(=O)(=O)N(C)C)cc1NC(=S)NC(C)CCC(C)C (stereo unspecified),0.4,15,-2,-2,12,-10,-25,2,9
CN(CC(=O)Nc1ccc(F)cc1)C(=O)c1cc(-c2ccco2)nc2ccccc12,1.2,19,0,-3,8,-18,-3,22,9
Cc1ccc2nc(-c3ccc(Br)o3)oc(=O)c2c1,-1.9,41*,-3,-2,50,13,0,15,48*
Cc1ccc(C)c2c1sc(=NC(=O)CN1C(=O)CCC1=O)n2C,-1.0,9,-1,-2,5,10,0,4,-10

# Three of the entries above in order of their number in UPR XBP1 act, falling.
Molecule | APJ ag | UPR XBP1 act | Mdm2-MdmX inh | GRIN3A LBD mod | NLRP3 yeast inh | TIM10 inh
O=C(CCN1CCCCC1)Nc1ccc(Br)cc1 | 1 | 3 | -15 | 10 | 8 | -4
O=C1C2C3C=CC(C4CC34)C2C(=O)N1/N=C/c1ccc([N+](=O)[O-])s1 (stereo unspecified) | -2 | -1 | 2 | 2 | 5 | 2
Cc1ccc(S(=O)(=O)N(C)C)cc1NC(=S)NC(C)CCC(C)C (stereo unspecified) | -2 | -2 | -10 | -25 | 2 | 9
